# Assay outcomes: PubChem, several laboratories
# MrgX1 agonist: agonists of human MrgX1 receptor, primary screen, HEK293 cells, Fluo-4 calcium flux; hit rate 0.44% among 310,000; Fluo-4 calcium fluorescence, agonist mode; hits give high values; B-score at 10 µM;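 active = calcium response B-score plate-corrected fluorescence ratio at least 3 library SD, with starting fluorescence B-score inside 5 SD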
# Target sequence (Q96LB2 whole entry, looked up): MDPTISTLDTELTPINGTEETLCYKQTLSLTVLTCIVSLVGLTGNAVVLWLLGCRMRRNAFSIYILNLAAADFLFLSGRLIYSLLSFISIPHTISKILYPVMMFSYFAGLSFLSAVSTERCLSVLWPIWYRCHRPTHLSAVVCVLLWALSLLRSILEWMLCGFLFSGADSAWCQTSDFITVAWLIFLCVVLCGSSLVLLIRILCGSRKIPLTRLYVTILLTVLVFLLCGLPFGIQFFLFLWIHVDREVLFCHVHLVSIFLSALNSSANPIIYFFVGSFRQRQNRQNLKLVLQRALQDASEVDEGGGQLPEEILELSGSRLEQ
#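 Material: HEK293 cells stably expressing human MrgX1 receptor | Quantity: 15,000 cells per well | Times: Cells plated overnight, dye loaded 0.5 h 37 °C, 0.5 h room temperature | Measured by: Kinetic Fluo-4 NW fluorescence of intracellular calcium | Control set: Positive and negative controls per plate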
# TRPC6 inhibitor: mouse TRPC6 channel inhibitors, primary screen, cell-based, HEK293, membrane potential dye; Short transient receptor potential channel 6 (Mus musculus), Q61143; ACh-evoked depolarization; hits give low values; B-score at 10 µM; hit rate 1.1% among 310,000; AID 2553, 2010;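 active = B-score under library mean minus 3 SD, initial fluorescence not abnormally high, positive integrated signal ratio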;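 note: B-score derived from integrated fluorescence ratio over the kinetic read; more negative B-score means stronger inhibition of depolarization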
# TRPC6 act: mouse TRPC6 channel activators, primary screen, cell-based, HEK293, membrane potential dye | Short transient receptor potential channel 6 (Mus musculus), Q61143 | HEK293-TRPC6 membrane potential dye fluorescence; hits give high values | hit rate 0.13% among 310,000 | B-score at 10 µM;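 active = B-score of the integrated fluorescence ratio above library mean plus 3 SD, and starting fluorescence ratio within library mean plus 5 SD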;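 note: higher score means more depolarization so channel activation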
# RGS4 pot: RGS4 potentiators or activators, primary screen, cell-based, HEK293 M3R inducible RGS4, calcium flux. carbachol calcium flux Fluo4; hits give low values. B-score at 10 µM. hit rate 0.92% among 310,000;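 active = B-score of the integrated calcium signal more than 4 SD below the library mean, with starting fluorescence not abnormally high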;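 note: negative B-score means reduced calcium response which marks RGS4 activation or potentiation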
#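 Assay system: Inducible-RGS4 HEK293 cells carrying M3 receptor | Schedule: Compound preincubation 20 min at room temperature before agonist | Signal: Kinetic calcium fluorescence imaging with Fluo4-AM dye, 2 µM | Read-out basis: B score from integrated fluorescence ratio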
# HIF activator: HIF pathway transcriptional activators, primary screen, cell-based, U2OS HRE-luciferase, luminescence | U2OS HRE-luciferase reporter; normalized: DMSO 0%, desferrioxamine 100% | activation, % at 7.5 µM (by protocol) | hit rate 0.32% among 300,000 | AID 1910, 2009;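 active = mean activation of at least 10% of the iron chelator positive control signal, with at least half of replicates also reaching 10%; inconclusive = mean and replicate majority disagree about reaching 10%; inactive = mean and most replicates under 10%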
# MrgX1 allo act: positive allosteric modulators of MrgX1, primary screen, HEK293 cells, Fluo-4 calcium flux | Mas-related G-protein coupled receptor member X1 (Homo sapiens), Q96LB2 | FDSS; hits give high values | B-score at 10 µM | hit rate 0.63% among 310,000 | AID 588675, 2011;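 active = plate-corrected calcium response at least 3 library SD above typical, normal starting fluorescence, not activating the receptor alone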;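 note: compound read alongside a low EC10 to EC30 dose of BAM8-22 agonist; peak minus trough fluorescence over baseline measured at the second addition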
# TRPC4 block: inhibitors of mouse TRPC4 channel, primary screen, Fluo4 calcium, HEK293 TRPC4beta/mu-opioid cells; DAMGO-evoked Fluo4 calcium flux; hits give low values; B-score at 10 µM; hit rate 0.39% among 300,000; AID 2247, 2010;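 active = B-score over 3 SD under the library average, no early fluorescence shift, positive overall ratio signal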
#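 System: stable TRPC4beta/mu-opioid receptor HEK293 cells; Dosing: single-point compound dosing; Measured by: Fluo4 Ca2+ flux fluorescence; Read-out basis: per-well B score of integrated baseline-normalized Fluo4 ratio.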
# Platelet DG rel: inhibitors of platelet dense granule secretion, primary screen, cell-based, MLPCN, human platelets; human platelet-rich plasma, SFLLRN dense granule ATP release, luminescence; inhibition, %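 (compounds screened at 7.5 µM in platelet-rich plasma)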; hit rate 0.22% among 300,000;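 active = mean replicate score, as percent of positive control, at or above 50; inconclusive = mean below 50 but at least one replicate at or above 50; inactive = mean and every replicate below 50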
# MrgX1 antagonist: antagonists of human MrgX1 receptor, primary screen, HEK293 cells, Fluo-4 calcium flux | Mas-related G-protein coupled receptor member X1 (Homo sapiens), Q96LB2 | BAM8-22 antagonism; hits give low values | B-score at 10 µM | hit rate 1.3% among 310,000;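 active = calcium-response B-score plate-corrected more than 3 library SD below zero, starting fluorescence within 5 deviations, no agonist response on first addition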;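 note: peak minus trough fluorescence over baseline after final BAM8-22 challenge near maximal dose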
# SKKanGAS inh: S. pyogenes SKKanGAS growth inhibitors in kanamycin, primary screen, streptokinase expression inhibitor project, SKKanGAS strain, BacTiter-Glo luminescence; 6 h; inhibition, % at 7.5 µM; hit rate 1.3% among 300,000;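 active = mean replicate score, as percent of positive control median, at least 50; inconclusive = mean below 50 but one replicate at or above 50; inactive = mean and every replicate below 50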;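 note: strain carries kanamycin resistance gene driven by streptokinase promoter and grows in 40 µg/ml kanamycin; loss of luminescence reflects streptokinase promoter inhibition or plain growth inhibition; 0% = median of DMSO wells and 100% = positive control at its reference dose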
# RGS4 block: RGS4 inhibitors, primary screen, cell-based, HEK293 M3R inducible RGS4, calcium flux; Regulator of G-protein signaling 4 (Homo sapiens), P49798; Fluo-4 calcium flux; hits give high values; triggered by carbachol at its EC20; B-score at 10 µM; hit rate 0.45% among 310,000; AID 463165, 2010;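 active = B-score, a plate-corrected calcium signal, over three deviations above library mean, with baseline fluorescence within five deviations of library mean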;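 note: RGS4 expression induced by doxycycline in cells with stable M3 receptor; B-score is computed from the integrated fluorescence ratio over baseline after carbachol; higher B-score means a larger calcium signal and so more RGS4 inhibition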
# Target sequence (P49798 whole entry, looked up): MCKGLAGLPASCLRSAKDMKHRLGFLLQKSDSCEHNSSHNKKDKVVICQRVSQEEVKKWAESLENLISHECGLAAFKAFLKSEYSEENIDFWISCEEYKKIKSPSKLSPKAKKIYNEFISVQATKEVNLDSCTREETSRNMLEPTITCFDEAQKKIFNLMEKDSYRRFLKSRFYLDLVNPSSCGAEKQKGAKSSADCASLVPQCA
# An asterisk follows results filed as active; i = inactive; ? = inconclusive; / = not tested or not shown.
# The line under a structure holds: MrgX1 agonist, TRPC6 inhibitor, TRPC6 act, RGS4 pot, HIF activator, MrgX1 allo act, TRPC4 block, Platelet DG rel, MrgX1 antagonist, SKKanGAS inh, RGS4 block
CCN(CC)S(=O)(=O)c1ccc(N2CCCC2)c(NC(=O)c2ccc(OC)cc2OC)c1
  i, i, i, i, -0.4, i, i, 1, i, 14, i
Cc1cccc(-c2n[nH]c([N+](=O)[O-])n2)c1
  i, i, i, i, -0.5, i, i, -5, i, 3, i
COc1cc(C(=O)Nc2ccc3c(c2)N(C(=O)CCN(C)C)c2ccccc2CC3)cc(OC)c1OC
  i, -8.8*, i, -12*, -0.2, i, i, 8, i, -2, i
O=C(NCCC1=CCCCC1)C1CCN(C(=O)c2ccc(Cl)cc2)CC1
  i, i, i, i, 1.4, i, i, -7, i, -13, i
COc1ccc(N(CC(C)C)S(=O)(=O)c2nnc(NC(=O)c3ccco3)s2)cc1
  i, i, i, i, -0.8, i, i, -1, i, 40, i
COC(=O)c1sc(N2C(=O)C(O)=C(C(=O)c3ccc(C)o3)C2c2cc(OC)ccc2OC)nc1C (centres undefined)
  i, i, i, i, -0.3, i, i, -5, i, 1, 7.3*
O=C(CCN1CCOCC1)c1ccccc1
  i, i, i, i, -0.3, i, i, 3, i, 1, i
CC1CCCN(C(=S)Nc2ccc(Nc3ccccc3)cc2)C1 (centres undefined)
  i, i, i, i, 1.5, i, i, -3, i, 13, i
O=c1[nH]cnc(O)c1N=Nc1ccccc1
  i, i, i, i, 0.5, i, i, 0, i, -1, i
COc1cccc(N2CCN(C(=S)Nc3ccc(F)cc3)CC2)c1
  i, i, i, i, 0.9, i, i, 5, i, -4, i
CC(C)(C)C1CCc2c(C(=O)NNC(=O)/C=C/C(=O)O)csc2C1 (centres undefined)
  i, i, i, i, 0.3, i, i, -4, -6.4*, 25, i
Cc1ccc(OCC(=O)Nn2cnnc2)c(Br)c1
  i, i, i, i, -0.2, i, i, 15, i, 0, i
CCNc1nc(NC(C)C)nc(Oc2ccc(OCCOc3ccccc3)nn2)n1
  i, i, i, i, -0.5, i, i, -6, i, -16, i
C/C(CC(=O)NC12CC3CC(CC(C3)C1)C2)=N\NC(=O)c1ccc(F)cc1
  i, i, i, i, 0.0, i, i, /, i, -3, i
CCOC(=O)c1[nH]c(C(=O)O)c(CCC(=O)OC)c1C
  i, i, i, i, /, i, i, -11, i, -13, i
COc1ccc(-n2c(COc3cccc4cccnc34)nnc2SCC(=O)O)cc1
  i, i, i, i, -0.8, i, i, 7, i, -8, i
COCC(=O)N(C)C1(c2nnnn2CCOC(=O)Nc2cccc3ccccc23)CCCC1
  i, i, i, i, 0.0, i, i, -3, i, -7, i
COc1ccc(CC(=O)N2CCN(c3cccc(C)c3C)CC2)cc1
  i, i, i, i, -1.5, i, i, -6, i, 5, i
C=CCn1c(SCC(=O)N(CC)CC)nc(O)cc1=O
  i, i, i, i, 0.3, i, i, 0, i, 14, i
COc1ccc(-c2nnc(-c3ccc(N(C)C)cc3)o2)cc1
  i, i, i, i, 1.3, i, i, -5, i, -3, i
O=C(NCC(=O)N1CCN(S(=O)(=O)/C=C/c2ccccc2)CC1)c1ccccc1F
  i, i, i, i, 0.4, i, i, 8, i, 4, i
CCCn1c(C2CC(=O)N(c3cc(OC)ccc3OC)C2)nc2ccccc21 (centres undefined)
  i, i, i, i, 0.0, i, i, ?, i, -3, i
Cc1ccc2cc(C#N)c(NCCNC(=S)NCCCN(C)C)nc2c1C
  i, i, i, i, 1.0, i, i, -5, i, -2, i
O=C(/C=C/c1ccc([N+](=O)[O-])o1)NNC(=O)c1ccc(F)cc1
  i, i, i, i, 2.6, i, i, -4, i, 53*, i
Cc1ccc(SCC(=O)Nc2cccnc2)cc1
  i, i, i, i, 0.4, i, i, -3, i, -4, i
COc1ccc(NC(=O)C(Cc2cc(C)cc(C)c2)C(C)C(=O)O)cc1 (centres undefined)
  i, i, i, i, 0.2, i, i, 13, i, -2, i
COc1cc2c(cc1OC)C(C(=O)Nc1cc(OC)c(OC)c(OC)c1)C(c1cccnc1)N(C)C2=O (centres undefined)
  i, i, i, i, 0.4, i, i, -14, i, 5, i
COc1ccc(Cn2c(/C=C/c3ccccc3)nc3ccccc32)cc1
  i, i, i, i, 2.1, i, i, 5, i, 14, i
CCc1nnc(NC(=O)CSc2nnc(COc3ccccc3)n2-c2ccc(C)cc2)s1
  i, i, i, i, -1.2, i, i, 1, i, 3, i
CCN1CCN(Cc2nc3ccc([N+](=O)[O-])cc3c(=O)n2-c2ccc(OC)cc2OC)CC1
  i, i, i, i, -13, i, i, -4, i, -3, i
O=C(CSc1ccc2c(c1)OCCO2)Nc1ncc(Cl)cc1Cl
  i, i, i, i, 0.0, i, i, 5, i, -2, i
COc1ccccc1NC(=O)c1ccccc1S(=O)(=O)c1ccc([N+](=O)[O-])cc1
  i, i, i, i, -0.7, i, i, 2, i, 17, i
Cc1cc(C)c(C(=O)N(CCN(C)C)CC2CCCN(Cc3ccccc3F)C2)o1 (centres undefined)
  i, i, i, i, -0.2, i, i, -10, i, 7, i
CCCCn1c(N)c(N(CCOC)C(=O)CSc2nc3ccc(C)cc3[nH]2)c(=O)[nH]c1=O
  i, i, i, i, -0.8, i, i, -1, i, -5, i
Cc1cccc(NC(=O)CCOc2ccccc2)c1C
  i, i, i, i, -0.3, i, i, 4, i, -5, i
COc1cc(NC(=O)c2cc(OC)c(OC)c(OC)c2)ccc1NC(=O)c1cccs1
  i, i, i, i, 0.5, i, i, -6, i, 6, i
Cc1cc(=O)n2nc(N3CCCC(C(=O)N4CCN(C)CC4)C3)sc2n1 (centres undefined)
  i, i, i, i, -0.1, i, i, -1, i, 7, i
CC(C)COc1ccc(C(=O)OCC(=O)NCCC2=CCCCC2)cc1
  i, i, i, i, 0.8, i, i, -3, i, 19, i
COc1ccc(-c2cc(C(=O)N/N=C(\C)c3cccnc3)c3ccccc3n2)c(OC)c1
  i, i, i, i, 1.4, i, i, -5, i, 13, i
CN(Cc1ccccc1)C(=O)CCC1CCN(C(=O)CCC(F)(F)F)CC1
  i, i, i, i, -24, i, i, -4, i, 0, i
Cn1cccc1/C=N/N1CCN(Cc2ccc(Cl)cc2)CC1
  i, i, i, i, -0.4, i, i, -4, i, 9, i
CCOC(=O)c1c(C)[nH]c(C(=O)OCC(=O)Nc2cc(C)nn2-c2ccccc2)c1C
  i, i, i, i, -4.4, i, i, 2, i, 2, i
O=C(Cn1nnc(-c2ccccc2)n1)N/N=C/c1cccc([N+](=O)[O-])c1
  i, i, i, i, -0.7, i, i, -14, i, -5, i
CCOC(=O)C(CC)(CC)C(=O)/C=C/c1cccc(Br)c1
  i, i, i, i, 3.6, i, i, 0, i, 6, i
CNC(=O)/C(C#N)=C/c1c(N(Cc2ccccc2)Cc2ccccc2)nc2c(C)cccn2c1=O
  i, i, i, i, -0.4, i, i, 0, i, 22, i
O=C1c2ccccc2NC(c2ccc(O)cc2)N1c1ccccc1 (centres undefined)
  i, i, i, i, 2.2, i, i, -2, i, 1, i
Cc1ccc(CN2CCSc3ccc(C(=O)N4CCN(c5ncccn5)CC4)cc32)cc1
  i, i, i, i, 0.2, i, i, -7, i, 22, i
O=S(=O)(c1ccccc1)c1nc(-c2ccco2)oc1N1CCCCC1
  i, i, i, i, -0.4, i, i, -12, i, -1, i
CCC1CCCCN1C(=S)Nc1ccc(SC(F)F)cc1 (centres undefined)
  i, i, i, i, 0.4, i, i, 19, i, 5, i
Cc1ccc(C(=O)CSc2nc(N)cc(=O)[nH]2)cc1
  i, i, i, i, -0.1, i, i, -5, i, 4, i
O=C(CSc1nnc(NC(=O)c2ccccc2[N+](=O)[O-])s1)NCC1CCCO1 (centres undefined)
  i, i, i, i, -0.1, i, i, -26, i, 43, i
O=C(C1CCN(C2CC(=O)N(c3ccc(F)cc3)C2=O)CC1)N1CCOCC1 (centres undefined)
  i, i, i, i, /, i, i, /, i, /, i
CCCN(Cc1cc2cc(C)ccc2[nH]c1=O)C(=O)c1cccc([N+](=O)[O-])c1
  i, i, i, i, -0.1, i, i, 20, i, 3, i
O=C(CSc1ccc2nnc(CCNC(=O)c3ccccc3)n2n1)NCc1ccc(F)cc1
  i, i, i, i, 0.1, i, i, 9, i, 1, i
CC(C)CC(=O)N1CCN(Cc2cccc(Cl)c2)CC1
  i, i, i, i, -0.2, i, i, -1, i, 2, i
O=C(O)Cc1ccc2oc(-c3ccccn3)nc2c1
  i, i, i, i, 0.9, i, i, -1, i, 5, i
Cc1ccc(S(=O)(=O)N2CCN(C(=O)COC(=O)c3ccc(Br)o3)CC2)c(C)c1
  i, i, i, i, -0.4, i, i, -11, i, 1, i
O=C(CSc1nnnn1-c1ccc(Cl)c(C(=O)O)c1)NC(c1ccccc1)c1ccccc1
  i, i, i, i, 0.2, i, i, 2, i, 0, i
CCC(=O)Nc1ccc(OCc2nc3ccccc3s2)cc1
  i, i, i, i, 1.2, i, i, -1, i, 4, i
O=C(c1cccc(Br)c1)N1CCN(C(=O)N2CCCCC2)CC1
  i, i, i, i, /, i, i, 0, i, 0, i
CC(=O)c1cc(C#N)c(NCCCN(C)C)nc1C
  i, i, i, i, -0.2, i, i, 0, i, 40, i
COc1ccc(C)cc1NC(=O)c1ccccc1NS(=O)(=O)c1cccc2cccnc12
  i, i, i, i, 0.1, i, i, -2, i, 6, i
Cc1ccc(C(=O)N2CCC3(CC2)NCCc2[nH]cnc23)cc1C
  i, i, i, i, -0.2, i, i, -5, i, 1, i

# Hits appear at their usual frequency, and some 6.1% of all compounds hit somewhere here.
